# High-throughput results (PubChem BioAssay)
# miR-122 sensor = miR-122 Renilla sensor signal increase in Huh7, primary screen, miR-122 inhibitor project, cell-based, single point, plate reader; Huh7 miR-122 Renilla luciferase sensor, 48 h; neutral wells = 0, positive control = 100; activation (reporter increase), % at 12.5 µM; hit rate 0.3% among 340,000;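 active = mean replicate activation score at least 90 and every replicate individually at or above 90; inconclusive = only one of the two criteria met; inactive = neither criterion met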;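 also: higher luciferase means less miR-122 activity so hits act as miR-122 inhibitors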
# RAD54 inh = inhibitors of human RAD54 branch migration, primary screen, biochemical, fluorescence, single point; DNA repair and recombination protein RAD54-like (Homo sapiens), Q92698; RAD54 Holliday junction branch migration, FAM/BHQ fluorescence; inhibition, % at 10.4 µM; hit rate 0.14% among 360,000;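 active = mean normalized replicate activity at least 40 and at least half of replicates scoring 40 or more; inconclusive = only one of the two criteria met; inactive = mean below 40 and under half of replicates reaching 40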;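 also: 0% = median of neutral control wells and 100% = median of positive control wells; inhibitors cause a drop in the FAM fluorescence signal; in these data hits start at about 50%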
# Target sequence (Q92698 whole entry, looked up): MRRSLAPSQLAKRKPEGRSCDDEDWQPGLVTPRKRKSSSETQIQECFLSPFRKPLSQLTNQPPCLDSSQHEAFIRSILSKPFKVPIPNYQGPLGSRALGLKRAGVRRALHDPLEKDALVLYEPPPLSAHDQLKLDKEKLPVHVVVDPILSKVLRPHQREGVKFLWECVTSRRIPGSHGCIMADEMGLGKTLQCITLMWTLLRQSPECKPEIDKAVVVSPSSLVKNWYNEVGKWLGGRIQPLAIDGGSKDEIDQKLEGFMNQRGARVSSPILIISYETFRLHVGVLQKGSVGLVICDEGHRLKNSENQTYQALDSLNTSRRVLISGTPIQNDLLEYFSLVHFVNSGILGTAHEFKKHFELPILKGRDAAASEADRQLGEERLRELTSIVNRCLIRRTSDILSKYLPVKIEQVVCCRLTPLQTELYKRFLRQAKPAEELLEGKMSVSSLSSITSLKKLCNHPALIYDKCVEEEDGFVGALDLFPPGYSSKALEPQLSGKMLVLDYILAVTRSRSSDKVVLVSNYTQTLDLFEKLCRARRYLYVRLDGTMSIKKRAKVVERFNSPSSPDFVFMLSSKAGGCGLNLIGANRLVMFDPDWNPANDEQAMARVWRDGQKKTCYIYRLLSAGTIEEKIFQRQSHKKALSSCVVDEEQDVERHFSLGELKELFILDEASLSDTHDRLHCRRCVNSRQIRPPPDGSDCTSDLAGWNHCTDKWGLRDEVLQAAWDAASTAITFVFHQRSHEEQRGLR
# Cneo AK release = Cryptococcus neoformans cell lysis inducers, primary screen, AK release luminescence, single concentration. C. neoformans lysis, adenylate kinase release luminescence, 4 h; normalised: neutral wells 0, clomiphene wells 100. lysis activity, % at 15 µM. hit rate 0.2% among 360,000. AID 651654, 2012;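 active = mean lysis activity across replicates of at least 80%, whatever share of replicates individually reach that level; inactive = mean lysis activity below 80%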
#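 Test system: log-phase Cryptococcus neoformans yeast cells; Quantity: yeast cell density of 5 × 10^6 cells/mL; Buffer or medium: YPD; Doses: single compound concentration per well; Timing: 4 h at 37 °C static, read 1 h later; Measured by: AK luminescence; Read-out basis: lysis from increased AK signal; Control set: Clomiphene as positive control.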
# PGC1a acetyl inh = inhibitors of PGC1a acetylation signal, primary screen, cell-based, U2OS, AlphaScreen, inhibitor mode; AlphaScreen anti-acetyl-lysine; with virally co-expressed GCN5 acetyltransferase; hit rate 0.17% among 350,000; inhibition, % at 15.6 µM;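 active = every replicate shows inhibition of at least 40%; inconclusive = mean inhibition at least 40% but some replicate below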;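 also: 0% = neutral control wells and 100% = positive control wells; some results beyond the cut were filed as inactive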
# RAD52 inh = RAD52 DNA annealing inhibitors, primary screen, biochemical, FRET, single point, set 2; DNA repair protein RAD52 homolog (Homo sapiens), P43351; recombinant RAD52 DNA annealing, FRET fluorescence; inhibition, % at 18.7 µM; hit rate 0.46% among 360,000; AID 651710, 2012;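 active = every replicate showing at least 50% inhibition; inconclusive = mean inhibition at least 50% but not in every replicate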
# ERAP1 HTS inh = human ERAP1 aminopeptidase inhibitors, primary screen, biochemical, single point, plate reader. AID 652197, 2013. recombinant ERAP1, Leu-AMC fluorescence, 60 min. hit rate 0.15% among 340,000. inhibition, % at 10.7 µM. Endoplasmic reticulum aminopeptidase 1 (Homo sapiens), Q9NZ08;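 active = mean replicate inhibition of at least 30%, or all replicates individually reaching that 30% level; inactive = mean below 30% and not every replicate reaching it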;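 also: 0% = neutral control wells and 100% = L-leucinethiol positive control wells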
# PglD DTNB = C. jejuni PglD acetyltransferase inhibitors, primary screen, biochemical, DTNB colorimetric, single point; hit rate 0.098% among 360,000; inhibition, % at 12.5 µM; UDP-N-acetylbacillosamine N-acetyltransferase PglD (Campylobacter jejuni); purified PglD enzyme, DTNB colorimetric CoA detection; in the data active = inhibition above about 16%, passing the limit was not always enough; inconclusive = no clear call, values can overlap the other calls; also: strong numbers were not always called active
# E-sel inducer = E-selectin induction in HUVECs, primary screen, imaging, HUVEC, immunofluorescence imaging, single point | hit rate 0.37% among 260,000 | normalized: neutral wells 0, TNF-alpha wells 100 | activation, % at 7.58 µM | AID 686992, 2013 | P16581;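 active = mean E-selectin-positive cell signal at least 10% of the positive control, reached in at least 60% of replicates, without over 20% cell loss; inconclusive = no rule given, readout overlaps actives, possibly toxicity-flagged; inactive = the rest, including those meeting only one limit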;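 also: in these data hits start at about 27%; measured in HUVEC primary endothelial cells; signal is the percent of cells scored E-selectin positive by PE staining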
#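 Assay system: HUVEC, human umbilical vein endothelial cells / Amount: 3,000 HUVEC/well / Controls: TNF-alpha positive control, DMSO neutral control / Compound dosing: single concentration / Medium: EGM-2 over gelatin coat / Evaluation: percent E-selectin-positive cells / Signal: immunofluorescence imaging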
# Starred values were filed as active, the others as inactive; u = inconclusive; x = not tested or not shown; & = joins results of further samples; [ ] = dose if it differs, or a comment. This is a random part of the collection. Share with any hit: about 1.4%.
SMILES,miR-122 sensor,RAD54 inh,Cneo AK release,PGC1a acetyl inh,RAD52 inh,ERAP1 HTS inh,PglD DTNB,E-sel inducer
CCc1ccccc1OCC(=O)OCC(=O)Nc1cc(C)on1,x,7,0,x,1,1,-3,-0.9
CCC(=O)N1CC(=O)N2[C@@H](CO)[C@@H](c3ccc(-c4cccnc4)cc3)[C@@H]2C1,x,x,x,-3,15,-3,x,0.0
COc1cc([N+](=O)[O-])ccc1NC(=S)Nc1cc(C(=O)OC(C)C)cc(C(=O)OC(C)C)c1,-1,-2,-1,-3,x,x,-4,-0.5
COC(=O)c1ccc(CON2C(=O)c3ccccc3C2=O)cc1,-3,-10,1,15,x,x,1,x
CC(=O)c1cccc(NC(=O)c2sc(Cl)nc2C)c1,-8,-2,0,-8,-9,0,-5,-0.5
Cc1ccc(CNC(=O)CCCn2c(=O)c3ccccc3n(CC(=O)NCc3ccco3)c2=O)cc1,-6,-4,1,-7,x,x,-1,x
Oc1ccc(-c2sc(Nc3ccccc3)n[n+]2-c2ccc(F)cc2)cc1,-2,-2,8,10,-30,5,1,x
Cc1nn(C)c2ncc(C(=O)c3ccccc3O)cc12,0,1,-1,5,-20,1,2,0.0
Cc1ccccc1/C=C/C1=NCCN1,5,-10,1,x,-8,0,-4,u
Cc1ccc(-c2ccc([C@H]3[C@@H](CO)N4C(=O)CN(C(=O)Nc5ccc(F)cc5)C[C@@H]34)cc2)cc1,x,x,x,10,-14,1,x,-0.7
COc1ccc(C(=O)CC(=O)c2ccccc2)cc1,8,-8,1,2,3,-1,6,0.9
COc1cccc(NC(=O)C2C3C=CC(O3)C2C(=O)NCc2cccnc2)c1 (stereo not given),-5,-6,-2,6,x,x,0,x
CC(=O)N/N=C(/C)c1ccc(NC(=O)c2csc(C)c2C)cc1,-3,-3,0,-15,-13,-1,-1,3.1
c1ccc2c(c1)OCc1cn[nH]c1-2,8,5,-1,15,-8,1,-1,0.0
Cn1c(SCC(=O)Nc2ccc(Br)cc2F)nnc1-c1ccco1,x,-2,-1,-9,-3,-14,3,-6.1
COc1ccc(C2(CNC(=O)c3cccc([N+](=O)[O-])c3)CCOCC2)cc1,1,-6,3,-1,x,x,2,-1.0
O=C(C1CCCC1)N1CC(=O)N2[C@H](C1)[C@@H](c1ccc(C#Cc3cccc(F)c3)cc1)[C@@H]2CO,x,x,x,5,-8,2,x,-0.7
COC(=O)C1[C@H]2C(=O)N(Cc3cccs3)C[C@]23C=C[C@H]1O3 (stereo not given in full),-14,6,0,x,x,x,5,x
C/C=C/c1ccc([C@H]2[C@@H](CO)N3CCCCN(C(=O)Nc4ccc(OC)cc4)C[C@H]23)cc1,2[16.7 µM],9,0,-4,6,0,3,-0.5
CC(=O)c1ccc(NC(=O)CSc2ccc(-c3sc(C)nc3C)nn2)cc1,-8,-8,-1,9,-29,-5,6,0.5
Fc1ccccc1CSc1nncn1NCc1cccs1,5,-3,-1,4,-7,1,-1,x
Cc1cc(/C=N/NC(=O)CC2(C)OCCO2)c(C)n1-c1cc(Cl)cc(Cl)c1,-11,3,-3,5,x,x,9,x
COc1ccccc1C(O)(c1ccccc1)c1ccccc1OC,x,0,2,-19,-4,-3,2,-0.2
C[C@@H]1C=C(C(=O)N2CCN(C)CC2)O[C@H](OCc2ccc(CO)cc2)C1,2,-7,-4&-2,9&8,0&-3,-1&2,-1,-0.1
CC=Cc1ccc2n(c1=O)C[C@H]1[C@H](CO)[C@@H](C(=O)NCCc3ccncc3)N[C@@H]21 (mixture of isomers),-5[16.7 µM],-7,-1,2,-19,x,3,0.2

# The final two entries of the section above open the next one.
SMILES,miR-122 sensor,RAD54 inh,Cneo AK release,PGC1a acetyl inh,RAD52 inh,ERAP1 HTS inh,PglD DTNB,E-sel inducer
C[C@@H]1C=C(C(=O)N2CCN(C)CC2)O[C@H](OCc2ccc(CO)cc2)C1,2,-7,-4&-2,9&8,0&-3,-1&2,-1,-0.1
CC=Cc1ccc2n(c1=O)C[C@H]1[C@H](CO)[C@@H](C(=O)NCCc3ccncc3)N[C@@H]21 (mixture of isomers),-5[16.7 µM],-7,-1,2,-19,x,3,0.2
Cn1c(N2CCC(C(N)=O)CC2)nc2c1c(=O)n(Cc1ccc(Br)cc1)c(=O)n2C,34,8,-7,-8,x,x,0,x
CC(C)CC(=O)/C(=C/c1ccc(N(C)C)cc1)n1cncn1,-3,2,1,-1,-18,10,-12,-0.1
O=C1CC(C2CCCO2)C(=O)N1c1cccc(Cl)c1 (stereo not given),9,6,0,-6,x,x,-1,x
CN1C(=S)N(c2cccnc2)C(=O)/C1=C\c1ccc(N(C)C)cc1,-7,7,10,x,-17,1,-5,x
O=C(N[C@H]1CC[C@@H](CCNS(=O)(=O)c2ccc(F)cc2)O[C@@H]1CO)c1cnccn1,x,2,56,10,-5,3,2,-0.5
Cc1cc(C)cc(N(CC(=O)NCCSCc2ccccc2)S(C)(=O)=O)c1,-2,x,x,-6,-16,-5,x,x
C=CCN(CC=C)C(=O)c1cccc(OC2CCN(CC(C)(C)C)CC2)c1,-6,1,-3,13,-24,-2,6,x
COc1ccc(CN(C)C[C@H]2OCCCC[C@H](C)Oc3ccc(NC(=O)c4ccccc4)cc3C(=O)N([C@@H](C)CO)C[C@H]2C)cc1,-4[16.7 µM],-2,-1,7,17,1,1,0.0
Cc1ccn2c(CNCC3COCCO3)c(C(=O)N3CCCCCC3)nc2c1 (stereo not given),5,-10,1,-2,-15,-4,2,-0.2
O=C1c2ccccc2C(=O)c2c(NCCCN(CCO)CCO)cccc21,-15,x,x,7,93*,3,x,x
COc1ccc(CN(C)C[C@H]2Oc3ccc(NS(=O)(=O)c4ccc(F)cc4)cc3C(=O)N([C@H](C)CO)C[C@H]2C)cc1,13[16.7 µM],6,3,-6,-8,-1,2,-15
COc1ccc(N(C(=O)c2cccnc2)S(=O)(=O)c2cccc([N+](=O)[O-])c2)cc1,4,2,4,-6,-15,-2,5,x
COc1ccc(OC)c(C(=O)NC2CC(C)(C)Cc3c2cnn3-c2ccccc2)c1 (stereo not given),x,-2,2,10,-10,1,-1,0.1
C/C(=N\NC(=O)CCCNc1cccc(C)c1)c1ccncc1,x,x,x,7,-6,5,x,-0.2
Cc1ccc(CNC(=O)c2ccc(C)s2)cc1,-6,-1,-2,-20,-16,x,-2,x
COc1nccnc1NS(=O)(=O)c1ccc(N)cc1,0,-10,1,4,-10,0,-2,0.2
C/C=C/c1ccc2c(c1)O[C@H](CN(C)C(=O)c1ccccc1)[C@H](C)CN([C@@H](C)CO)S2(=O)=O,-13[16.7 µM],12,0,-15,0,1,0,1.1
O=C(c1ccc2c(c1)OCO2)N1CC(=O)N2[C@H](C1)[C@H](c1ccc(C#CCC3CCCC3)cc1)[C@@H]2CO,x,x,x,-7,4,0,x,-0.6
c1ccc(Cn2nnc3cnccc32)cc1,-3,5,2,15,-18,-1,-5,x
N#Cc1ccc(C(=O)N2CCCCC2c2cc(C(=O)Nc3cccc(C#N)c3)no2)cc1 (stereo not given),-8,-16,-2,3,-5,-4,6,-0.2
C/C(=N/NS(=O)(=O)c1ccccc1)c1ccc(NC(=O)C2CC2)cc1,15,-24,-1,-6,-5,1,2,x
O=C(CS(=O)(=O)c1ccc(Cl)cc1)NCc1ccccc1,x,-14,2,x,5,3,-2,x
C[C@H]1CN([C@@H](C)CO)C(=O)c2cc(NC(=O)Cc3cn(C)c4ccccc34)ccc2O[C@H]1CN(C)Cc1ccc(-c2ccccc2)cc1,-9[16.7 µM],x,x,-1,38,0,x,0.5
COc1ccc(C(=O)c2c(N)sc3c2CCN(C)C3)cc1,-4,-22,3,12,-68,3,3,x
C[C@H]1CN([C@@H](C)CO)C(=O)c2c(c3ccccc3n2C)-c2ccccc2CO[C@H]1CN(C)C(=O)[C@H](Cc1ccccc1)N(C)C,x,-1,0,7,30,1,4,0.3
# (more compounds)
SMILES,miR-122 sensor,RAD54 inh,Cneo AK release,PGC1a acetyl inh,RAD52 inh,ERAP1 HTS inh,PglD DTNB,E-sel inducer
COc1ccccc1-c1ccc2c(c1)O[C@H](CN(C)C(=O)c1ccncc1)[C@@H](C)CN([C@@H](C)CO)S2(=O)=O,2[16.7 µM],-6,-1,-1,-2,-1,2,-0.3
O=C(Nc1cccc(C(F)(F)F)c1)c1sc(Cl)nc1C(F)(F)F,-15,-2,-2,-121,1,2,-2,x
COc1ccc(N2CCN(C(=O)Cc3ccc(OC)c(OC)c3)CC2)cc1,-3,7,-1,5,1,4,-10,-0.3
O=C(Cc1coc(-c2ccc(F)cc2)n1)NC1CCCCC1,-3,7,0,-8,x,x,4,x
CCC(=O)Nc1ccc2c(c1)C(=O)N(C)C[C@H](OC)[C@@H](C)CN(C(=O)C1CCC1)[C@H](C)CO2,-2[16.7 µM],-2,3,-2,-6,x,2,-0.2
O=C(COC(=O)c1ccccc1)Nc1cc(S(=O)(=O)N2CCCCCC2)ccc1Cl,x,2,7,-4,-5,1,-7,x
CCC(C(=O)NCCc1ccc(S(N)(=O)=O)cc1)c1ccccc1 (stereo not given),0,-1,2,2,-5,3,1,0.7
C[C@@H]1CN([C@@H](C)CO)C(=O)c2ccccc2-c2ccccc2CO[C@@H]1CN(C)Cc1cccc(O)c1,x,2,-1,-17,-1,0,63,4.7
CC(=O)Nc1ccc(S(=O)(=O)NCCS(=O)(=O)N2CCN(c3ccccc3)CC2)cc1,-4,5,2,-7,-10,-3,2,x
COc1cc(NC(=O)c2cc(-c3ccccc3)on2)cc(OC)c1OC,-4,3,-3,17,-23,-1,6,x
CCCN(CCC)CC(O)CN(c1cc([N+](=O)[O-])ccc1OC)S(=O)(=O)c1ccccc1 (stereo not given),-10,0,2,-9,x,x,1,x
CCCc1cc(=O)oc2c(C)c(O)c(CN3CCCCC3)cc12,3,-7,-2,x,x,x,2,x
O=C(Nc1ccc(N2CCCC2)cc1)c1cccc(-c2cc3ccccc3oc2=O)c1,-2,2,0,6,58*,-3,-4,-3.0
S=C(NCCCc1cnc[nH]1)NCCCN(Cc1ccc(Cl)cc1)c1ccc(Br)cn1,-12,0,1,x,-7,x,-10,0.2
COc1ccccc1-c1ccc([C@@H]2[C@H](CO)N3CCCCN(S(=O)(=O)c4cn(C)cn4)C[C@@H]23)cc1,-1[16.7 µM],10,1,-3,-2,1,0,-0.3
C[C@@H]1CN([C@H](C)CO)C(=O)c2cccc(NC(=O)Nc3ccc4c(c3)OCO4)c2O[C@H]1CN(C)Cc1ccncc1,-6[16.7 µM],3,-26,3,9,-3,20,-2.0
COc1ccc(NC(=O)N(C)C[C@H]2Oc3ccc(NC(=O)Cc4ccccc4)cc3C(=O)N([C@@H](C)CO)C[C@H]2C)cc1,-5[16.7 µM],4,-10,-5,15,-1,-1,0.1
